# m5-HT2A agonist – activates the mouse 5-HT2A serotonin receptor. P35363. CHO-K1 mHTR2A beta-arrestin complementation, luminescence; percent of 30 µM serotonin response. activation, % at 7.6 µM. 0.66% of 360,000 active;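 active = activation above a run cutoff, the mean activation of all tested compounds plus 3 SD, cut at about 14% in these data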;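 also: 0% = plate median of compound wells and 100% = 30 µM serotonin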
# NOD2 RIPK2 PPI – inhibitors of human NOD2-RIPK2 interaction; O43353; CHO BLA complementation NOD2-RIPK2, CCF4 ratio; inhibition, % at 4.98 µM; 0.38% of 360,000 active; AID 624267; in the data active = inhibition above about 21%;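 also: 0% = vehicle only and 100% = reference blocker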
# NCOA2 inhibitor – human SRC2 (NCOA2) inhibition; Q15596; HEK293 GAL4-SRC2 luciferase reporter, luminescence; inhibition, % at 9 µM; 0.17% of 370,000 active; AID 651957;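 active = inhibition above the mean inhibition of all tested compounds plus 3 SD, set per campaign, cut at about 52% in these data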;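 also: 0% = DMSO treated cells and 100% = cells given Gossypol at 36 µM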
# MC4R ag barr – activates human MC4R beta-arrestin recruitment | activation, % at 8.9 µM | P32245 | AID 540308 | U2OS MC4R beta-arrestin complementation, luminescence; percent of melanotan II response, DMSO zero | 0.98% of 360,000 active;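 active = activation above a per-plate cutoff, the mean activation of sample wells on that plate plus 3 SD, cut at about 8% in these data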
# ABHD5-PLIN5 inh – ABHD5-PLIN5 protein interaction inhibition; Q00G26+Q8WTS1; Split G. princeps luciferase complementation, luminescence, 4 h; inhibition, % at 4 µM; 0.78% of 360,000 active;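 active = inhibition above the mean inhibition across every tested compound plus 3 SD, cut at about 22% in these data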;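 also: 0% = DMSO only wells and the 100% control is not disclosed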
# H9c2 protect – protects H9c2 cardiomyocytes from peroxide injury. H2O2 injury protection, ATPLite, 2 h. protection from H2O2 cell death, % at 20 µM. 0.63% of 360,000 active. AID 588492;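 active = compounds giving at least 50% protection of heart cells from peroxide-induced death in the single-dose screen, raw or plate-pattern-corrected value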;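 also: 0% = DMSO wells with peroxide and 100% = DMSO wells without peroxide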
# MC4R antagonist – antagonists of human melanocortin 4 receptor (MC4R). P32245. MC4R-expressing cells, MTII-stimulated cAMP, LANCE TR-FRET. inhibition, % at 6.5 µM. 0.48% of 360,000 active;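 active = inhibition above its plate's cutoff, the mean of tested wells on that plate plus 3 SD, cut at about 29% in these data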;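 also: 0% = Melanotan II alone and 100% = Melanotan II plus saturating MCL0020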
#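 Assay system: U2OS-MC4R stable cell line; Also added: Melanotan II; Technique: Eu-cAMP/anti-cAMP TR-FRET, emission 671 nm; Times: 30-min compound, 1-h challenge, 1-h detection, room temperature.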
# ABCB6 inh 2 – blocks the human ABCB6 transporter; Q9NP58; K562-ABCB6 porphyrin accumulation, flow cytometry, 1 h; stronger effect = lower value; fluorescence ratio to DMSO, % at 10 µM; 0.19% of 360,000 active; AID 602162;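 active = fluorescence ratio to DMSO below 75%, the collection mean minus 3 SD; inconclusive = too few cells collected in the well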;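 also: signal is porphyrin accumulated inside mitochondria; 100% equals median channel fluorescence of DMSO control wells; lower ratio means ABCB6 inhibition with less porphyrin fluorescence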
# Glyco luc inh – N-linked glycosylation inhibition; D54 ERlucT glycosylation luciferase reporter, 24 h; percent of 100 nM tunicamycin response; AID 588692; 0.23% of 360,000 active; reporter increase, % at 12.5 µM;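 active = mean luciferase reporter signal, scaled so untreated is 0 and the glycosylation-blocking control 100, at or above a set limit in every replicate; inconclusive = mean reaches the limit but not every replicate does; inactive = mean below the limit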;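 also: luciferase carries N-glycosylation sites so blocking glycosylation raises the light; 0% = median of neutral control wells and 100% = median of 100 nM tunicamycin wells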
# TLR9-MyD88 inh – blocks human TLR9 binding to MyD88; CHO BLA complementation TLR9-MyD88, CCF4 FRET ratio; inhibition, % at 4.98 µM; 0.21% of 340,000 active; AID 504734;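 active = inhibition above the mean over all tested compounds plus 3 SD, cut at about 21% in these data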;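 also: 0% = DMSO only wells and 100% = clavulanate BLA inhibitor control wells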
# Target sequence (Q99836 whole entry, looked up): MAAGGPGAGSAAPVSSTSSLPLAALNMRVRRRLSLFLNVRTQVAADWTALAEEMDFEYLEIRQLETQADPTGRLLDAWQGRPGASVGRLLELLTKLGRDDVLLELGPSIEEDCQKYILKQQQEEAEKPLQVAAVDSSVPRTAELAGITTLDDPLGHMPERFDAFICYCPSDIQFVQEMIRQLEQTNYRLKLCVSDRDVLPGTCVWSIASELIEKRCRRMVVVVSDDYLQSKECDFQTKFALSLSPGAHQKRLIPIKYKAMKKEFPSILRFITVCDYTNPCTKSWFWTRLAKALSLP
# Target sequence (Q9NR96 whole entry, looked up): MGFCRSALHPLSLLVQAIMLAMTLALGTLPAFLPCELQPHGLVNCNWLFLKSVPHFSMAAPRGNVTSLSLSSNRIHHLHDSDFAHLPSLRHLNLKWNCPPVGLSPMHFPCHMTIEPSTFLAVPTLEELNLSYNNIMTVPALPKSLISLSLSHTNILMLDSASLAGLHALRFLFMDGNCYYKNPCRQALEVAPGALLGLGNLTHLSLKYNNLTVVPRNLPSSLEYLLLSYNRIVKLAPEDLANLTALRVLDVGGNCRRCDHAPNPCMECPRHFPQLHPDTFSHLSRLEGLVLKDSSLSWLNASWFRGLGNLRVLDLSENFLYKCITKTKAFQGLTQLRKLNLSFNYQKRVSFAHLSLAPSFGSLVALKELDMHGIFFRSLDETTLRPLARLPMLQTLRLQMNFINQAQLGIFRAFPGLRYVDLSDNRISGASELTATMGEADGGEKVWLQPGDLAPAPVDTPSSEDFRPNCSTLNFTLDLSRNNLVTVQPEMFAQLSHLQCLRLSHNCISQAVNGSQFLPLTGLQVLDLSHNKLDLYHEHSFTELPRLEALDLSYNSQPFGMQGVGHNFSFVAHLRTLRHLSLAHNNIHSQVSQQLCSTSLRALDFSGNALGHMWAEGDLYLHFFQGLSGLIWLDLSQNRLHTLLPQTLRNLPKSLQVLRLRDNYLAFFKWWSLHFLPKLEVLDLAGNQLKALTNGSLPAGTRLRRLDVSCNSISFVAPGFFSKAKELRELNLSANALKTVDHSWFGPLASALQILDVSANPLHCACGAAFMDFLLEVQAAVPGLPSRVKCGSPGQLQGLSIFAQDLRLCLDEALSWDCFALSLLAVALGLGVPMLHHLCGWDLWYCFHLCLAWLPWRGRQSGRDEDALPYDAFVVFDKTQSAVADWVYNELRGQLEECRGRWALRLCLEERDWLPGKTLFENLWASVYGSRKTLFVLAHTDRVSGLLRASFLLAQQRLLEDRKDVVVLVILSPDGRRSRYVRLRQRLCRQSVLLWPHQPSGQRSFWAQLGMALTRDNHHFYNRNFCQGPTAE
# Numbers without * were called inactive; u = inconclusive; x = not tested or not shown; & = joins results of further samples. Only part of the results is shown; count on the stated rates, not on these rows.
# Start of the listing, in advance:
canonical_smiles,m5-HT2A agonist,NOD2 RIPK2 PPI,NCOA2 inhibitor,MC4R ag barr,ABHD5-PLIN5 inh,H9c2 protect,MC4R antagonist,ABCB6 inh 2,Glyco luc inh,TLR9-MyD88 inh
Cn1c(=O)c2c(ncn2CCO)n(C)c1=O,0.3,-2.7,-0.6,-1.2,-1.0,2.5,5.0,120.0,0.3,-15.3
NC(N)=NC(=O)Cc1c(Cl)cccc1Cl,30.0*,-6.6,-15.7,-1.1,-0.7,6.0,6.5,88.0,-1.5,-1.5
O=C(O)CNC(=O)c1ccccc1,1.2,-5.3,-18.9&-13.9,-1.1,3.4,10.4,-1.8,98.0,1.8,5.5
COC(c1ccccc1)(c1ccccc1)C(Oc1nc(C)cc(C)n1)C(=O)O (configuration not stated),-0.6,7.8,-14.1,-0.9,6.0,-2.2,4.0,89.0,0.3,6.5
CCCCOc1ccc(CC(=O)NO)cc1,-1.9,-7.9,7.4,0.8,-4.4,3.5,4.4,106.0,-0.6,10.7

# Main list (from the top)
canonical_smiles,m5-HT2A agonist,NOD2 RIPK2 PPI,NCOA2 inhibitor,MC4R ag barr,ABHD5-PLIN5 inh,H9c2 protect,MC4R antagonist,ABCB6 inh 2,Glyco luc inh,TLR9-MyD88 inh
Cn1c(=O)c2c(ncn2CCO)n(C)c1=O,0.3,-2.7,-0.6,-1.2,-1.0,2.5,5.0,120.0,0.3,-15.3
NC(N)=NC(=O)Cc1c(Cl)cccc1Cl,30.0*,-6.6,-15.7,-1.1,-0.7,6.0,6.5,88.0,-1.5,-1.5
O=C(O)CNC(=O)c1ccccc1,1.2,-5.3,-18.9&-13.9,-1.1,3.4,10.4,-1.8,98.0,1.8,5.5
COC(c1ccccc1)(c1ccccc1)C(Oc1nc(C)cc(C)n1)C(=O)O (configuration not stated),-0.6,7.8,-14.1,-0.9,6.0,-2.2,4.0,89.0,0.3,6.5
CCCCOc1ccc(CC(=O)NO)cc1,-1.9,-7.9,7.4,0.8,-4.4,3.5,4.4,106.0,-0.6,10.7
O=c1ccn([C@H]2C[C@H](O)[C@@H](CO)O2)c(=O)[nH]1,11.7,-9.3,-1.2,-0.6,1.4,1.7,2.6,98.0,0.5,7.7
C=C1c2cccc(O)c2C(O)=C2C(=O)[C@]3(O)C(O)=C(C(N)=O)C(=O)[C@@H](N(C)C)[C@@H]3[C@@H](O)[C@H]12,6.1,10.1,-29.4,-0.6,1.3,2.2,8.0,99.0,-2.1,-3.5
CCCCC1C(=O)N(c2ccccc2)N(c2ccccc2)C1=O,-0.4,-12.4,-25.4,-0.8,6.6,21.3,8.6,82.0,0.4,5.4
COc1cc([C@H]2Oc3cc([C@H]4Oc5cc(O)cc(O)c5C(=O)[C@@H]4O)ccc3O[C@@H]2CO)ccc1O,-0.1,-7.3,25.4,1.4,-10.0,23.9,16.2,99.0,-1.3,-1.9
O=C1Cc2c([nH]c3ccc([N+](=O)[O-])cc23)-c2ccccc2N1,-8.2,2.2,35.4,-0.5,-10.8,-4.3,-2.2,98.0,88.3*,-0.9
C/C=C(/C)C(=O)O[C@@H]1c2cc(OC)c(OC)c(OC)c2-c2c(cc3c(c2OC)OCO3)C[C@H](C)[C@]1(C)O,0.4,-7.5,-9.5,-2.0,-4.5,11.5,0.8,97.0,-0.3,1.3
CCOC(=O)NNc1nncc2ccccc12,-0.6,-5.1,-7.1,-0.1,2.6,-8.7,8.2,96.0,2.1,-0.3
C[C@H]1c2cccc(O)c2C(O)=C2C(=O)[C@]3(O)C(O)=C(C(N)=O)C(=O)[C@@H](N(C)C)C3[C@@H](O)C21 (some centres not stated),3.9,-0.2,-11.3,-1.6,-2.5,-4.0,3.4,94.0,-2.3,-11.3
CC[C@]1(O)C[C@@H]2CN(CCc3c([nH]c4ccccc34)[C@@](C(=O)OC)(c3cc4c(cc3OC)N(C)[C@H]3[C@@](O)(C(=O)OC)[C@H](OC(C)=O)[C@]5(CC)C=CCN6CC[C@]43[C@@H]65)C2)C1,6.0,-5.0,8.3,-1.5,5.2,16.6,-24.3,94.0,8.8,-4.5
Cc1cccc(C)c1NC(=O)C1CCCCN1C (configuration not stated),-2.4,-15.6,-12.3,0.6,4.3,3.4,7.6,105.0,1.2,-1.2
CC1OC(CC(=O)O)CC2=C1C(=O)c1c(O)cccc1C2=O (configuration not stated),-11.6,78.0*,95.7*,-2.9,98.9*,-19.4,40.4*,85.0,-21.2,0.3
C[C@@H]1C[C@H]2[C@@H]3C[C@H](F)C4=CC(=O)C=C[C@]4(C)[C@@]3(F)[C@@H](O)C[C@]2(C)[C@@]1(O)C(=O)COC(=O)C(C)(C)C,1.4,-7.2,-0.6,1.9,-0.9,-16.0,10.4,93.0,-1.7,-8.3
COc1ccc(CN2CCN(C(c3ccc(F)cc3)c3ccc(F)cc3)CC2)c(OC)c1OC,-9.0,-2.8,11.6,3.9,-0.5,-41.6,8.7,86.0,-8.0,4.8
COc1ccc2nc(NC(=O)Nc3ccccc3)sc2c1,3.6,-4.8,-32.8,2.8,-7.9,-38.5,6.3,101.0,-16.3,-10.0
CCCOC(=O)c1ccc(O)cc1,0.1,-4.8,-23.6,0.4,-7.3,-4.7,-1.3,102.0,1.2,5.0
CCn1cc(C(=O)O)c(=O)c2cc(F)c(N3CCNCC3)nc21,-3.2,-2.6,7.0,-0.4,-6.1,8.8,-2.1,103.0,1.0,6.1
COc1ccc(/C=N/NC(=O)c2ccncc2)cc1OC,0.0,-6.5,-22.9,-1.3,1.3,10.1,-3.4,103.0,2.8,-5.5
Cc1cc(C)cc(OCC2CNC(=O)O2)c1 (configuration not stated),-1.0,-4.4,3.8,-1.6,-5.4,2.6,1.3,98.0,2.0,-2.9
Cc1[nH]c2ccccc2c1/C=N/NC(N)=S,-4.9,-1.6,2.5,-3.4,-6.0,3.2,5.4,98.0,-2.3,-7.5
COc1ccc(/C=C/C(=O)O)cc1,5.9,-13.2,-14.3,0.6,-13.4,-0.2,13.8,102.0,-1.1,4.6
O=c1cc(-c2ccc(O)cc2)oc2cc(O[C@@H]3O[C@H](CO)[C@@H](O)[C@H](O)[C@H]3O[C@@H]3OC[C@](O)(CO)[C@H]3O)cc(O)c12,2.1,-9.4,2.5,-2.2,0.0,-4.8,6.5,99.0,1.0,-1.9
NNC(=O)CP(=O)(c1ccccc1)c1ccccc1,10.7,-4.5,3.0,-0.5,2.7,-1.9,4.0,98.0,-0.4,-0.2
C/C=C(/C)C(=O)OC1c2c(ccc3ccc(=O)oc23)OC(C)(C)C1OC(=O)/C(C)=C\C (configuration not stated),1.4,-19.9,17.3,5.4,-0.2,-9.3,9.6,93.0,-8.5,-11.1
CN(C)CCOc1ccccc1Cc1ccccc1,-12.6,-1.2,-6.6,-0.8,34.6*,2.8,6.0,94.0,0.9,-2.3
O=C(Nc1ccc(C(=O)O)c(O)c1)c1ccccc1,7.0,-0.7,-27.4,0.4,2.2,0.2,5.5,103.0,-0.2,0.9

# A draw from above in order of molecular weight, rising.
canonical_smiles,m5-HT2A agonist,NOD2 RIPK2 PPI,NCOA2 inhibitor,MC4R ag barr,ABHD5-PLIN5 inh,H9c2 protect,MC4R antagonist,ABCB6 inh 2,Glyco luc inh,TLR9-MyD88 inh
NNC(=O)CP(=O)(c1ccccc1)c1ccccc1,10.7,-4.5,3.0,-0.5,2.7,-1.9,4.0,98.0,-0.4,-0.2
CCCCC1C(=O)N(c2ccccc2)N(c2ccccc2)C1=O,-0.4,-12.4,-25.4,-0.8,6.6,21.3,8.6,82.0,0.4,5.4
COc1cc([C@H]2Oc3cc([C@H]4Oc5cc(O)cc(O)c5C(=O)[C@@H]4O)ccc3O[C@@H]2CO)ccc1O,-0.1,-7.3,25.4,1.4,-10.0,23.9,16.2,99.0,-1.3,-1.9

# Next part.
canonical_smiles,m5-HT2A agonist,NOD2 RIPK2 PPI,NCOA2 inhibitor,MC4R ag barr,ABHD5-PLIN5 inh,H9c2 protect,MC4R antagonist,ABCB6 inh 2,Glyco luc inh,TLR9-MyD88 inh
Nc1c2c(nc3ccccc13)CCCC2O (configuration not stated),-0.1,-7.1,10.0,0.0,3.2,5.0,6.6,97.0,0.9,2.4
COc1ccc2ccc(=O)oc2c1,-1.8,-0.5,-0.7,-1.3,0.2,-17.7,4.6,101.0,1.6,0.3
COc1c(O)cc2c(c1O)[C@@H]1O[C@H](CO)[C@@H](O)[C@H](O)C1OC2=O (some centres not stated),-3.1,-13.3,-28.2,-1.6,2.7,-1.7,3.7,101.0,1.0,1.9
CC(C)(CO)C(O)C(=O)NCCCO (configuration not stated),18.4*,-13.5,-22.2,-0.6,4.3,-6.3,-4.6,100.0,2.1,-1.4
COc1ccc(-n2[nH]c3c(cnc4ccccc43)c2=O)cc1,7.2,-5.4,-21.7,x,1.1,16.5,x,93.0,-2.6,x
Nc1ncnc2nc[nH]c12,-6.8&3.4&4.3,-3.8&-3.3&3.6,7.4&-18.8&-23.6,0.2&-1.3&-1.3,-0.4&5.8&1.9,14.7&-6.4&1.3,5.6&7.0&-2.1,95.0&100.0&92.0,-2.4&-2.5&-7.0,4.7&6.0&2.4
O=C(O)/C=C/c1ccc(O)cc1,-3.1,10.2,-40.2,-1.0,1.9,1.2,-2.6,95.0,2.6,-5.0
Cc1cccc2c1NC(=O)/C2=C\C(=O)c1cccs1,-4.8,6.8,4.7,-1.4,52.6*,-10.3,30.3*,103.0,u,-1.6
CNc1c2c(nn1C)CCCC2,13.0&1.3,-5.6&-4.3,11.7&-7.8,-0.1&-1.6,-3.0&-1.8,-2.1&-9.4,12.1&-3.6,98.0&100.0,0.1&0.1,-12.4&-4.2
CC12CCC(=O)C=C1CCC1C2CCC2(C)C1CC[C@]2(O)C(=O)CO (some centres not stated),2.1,2.5,-0.1,-2.8,-7.0,-1.6,0.3,97.0,2.7,4.5
CC(=O)Nc1ccccc1,-1.5,0.7,12.5,-0.6,2.5,-8.3,12.3,105.0,0.9,3.7
COc1c(O)cc2c(c1O)[C@@H]1OC(CO)C(O)C(O)[C@H]1OC2=O (some centres not stated),-2.7,5.3,-5.7,-0.9,-0.8,7.0,1.2,92.0,1.7,-10.7
COC(=O)C1=CO[C@@H](OC2OC(CO)C(O)C(O)C2O)[C@@H]2[C@@H](C)[C@@H](O)C[C@H]12 (some centres not stated),0.9,-2.3,-0.5,-0.3,-5.3,2.3,26.8,100.0,1.7,-7.0
